DRD3 antagonist: qHTS of D3 Dopamine Receptor Antagonist: qHTS; D(3) dopamine receptor (Homo sapiens), P35462; D3R cells, DiscoveRx beta-arrestin luminescence, antagonist mode; hits give low values; max response, negative = inhibition, %; hit rate 2.5% among 360,000; in the data active = max response below about -50%; inconclusive = no clear call, values can overlap the other calls; note: % is set by controls: 0 for no effect and ±100 for the full control effect; mostly tested at two doses, the higher about 12 µM
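Cells expressing the human receptor were seeded at 1500 cells/well, incubated overnight at 37 degrees C in 5% CO2, then exposed to library compounds with dopamine controls for 90 minutes at 37 degrees C before luminescent detection.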
PTHR1 agonist: qHTS for PTHR1 Agonists: Primary Screen; hit rate 0.075% among 410,000; AID 743266, 2014; HEK293 GP2 PTHR1 cells, GloSensor cAMP luminescence, 1 h; Potency, µM (titrated, usually from 115 µM), for the others: top-dose activation, most hits filed as activators; note: potency is the fitted concentration of half-maximal effect; nearly all actives have a fitted effect of over 55% in size; some results filed as inactive show a strong effect at the top dose; inactives centre near -15; many of its hits are not listed in these tables
Target sequence (Q03431 whole entry, looked up): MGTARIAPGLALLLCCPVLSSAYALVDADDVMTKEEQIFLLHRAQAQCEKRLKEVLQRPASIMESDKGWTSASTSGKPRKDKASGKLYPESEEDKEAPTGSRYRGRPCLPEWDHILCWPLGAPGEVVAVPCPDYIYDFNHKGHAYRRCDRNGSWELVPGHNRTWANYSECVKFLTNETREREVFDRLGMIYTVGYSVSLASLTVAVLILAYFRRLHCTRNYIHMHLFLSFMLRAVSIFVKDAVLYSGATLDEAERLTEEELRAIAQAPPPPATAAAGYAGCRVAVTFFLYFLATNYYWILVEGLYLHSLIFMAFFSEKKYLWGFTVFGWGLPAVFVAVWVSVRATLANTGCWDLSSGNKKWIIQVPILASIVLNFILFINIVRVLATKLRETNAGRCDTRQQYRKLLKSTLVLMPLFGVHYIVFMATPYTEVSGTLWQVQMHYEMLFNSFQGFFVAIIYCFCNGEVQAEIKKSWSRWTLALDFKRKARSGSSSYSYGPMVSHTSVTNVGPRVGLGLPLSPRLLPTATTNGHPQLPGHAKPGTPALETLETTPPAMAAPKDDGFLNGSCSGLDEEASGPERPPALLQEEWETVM
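HEK-293-derived GP2 cells expressing PTHR1 and a GloSensor cAMP reporter, 3,000/well, plated overnight, given luciferin plus IBMX (each 0.5 mM as added) for 1 h at 37 °C, then compound for 1 h at 37 °C. Luminescence was read after 15 min at room temperature.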
EPAC2 antag: qHTS for Antagonist of cAMP-regulated guanine nucleotide exchange factor 2 (EPAC2): primary screen | Potency, µM (titrated, usually from 114 µM), without a hit: at the top dose activity, negative = inhibition, hits mostly inhibitors | hit rate 0.18% among 360,000 | Rap guanine nucleotide exchange factor 4 (Homo sapiens), Q8WZA2 | AID 720708, 2013 | EPAC2 GEF exchange of Rap1B-BODIPY-GDP, fluorescence; note: potency is the fitted concentration of half-maximal effect; % is set by controls: 0 for no effect and ±100 for the full control effect; nearly all actives have a fitted effect of over 45% in size; many of its hits are not listed in these tables
EPAC2 ag: qHTS for Agonist of cAMP-regulated guanine nucleotide exchange factor 4 (EPAC2): primary screen; EPAC2 activation, biochemical qHTS; response scale: 100% = 6.5 mM cAMP response; AID 720711, 2013; hit rate 0.079% among 360,000; Rap guanine nucleotide exchange factor 4 (Homo sapiens), Q8WZA2; Potency, µM (top dose mostly 154 µM), for the others: at the highest dose activation, actives largely listed as activators; note: potency is the fitted concentration of half-maximal effect; nearly all actives have a fitted effect of over 50% in size
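qHTS, titration series. 100 nM EPAC2 / 250 nM Rap1B-BODIPY-GDP / 50 uM GDP; RT; ex 480/em 540 nm, 5-min reads to 30 min. Norm. to 6.5 mM cAMP = activation.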
CCT chaperon mod: High-Throughput Screening for Modulators of Cytosolic Chaperonin Activity; hit rate 0.3% among 360,000; activity change, % (no concentration beside the values), hits read low; AID 651819, 2012; purified chaperonin ATPase assay, HTRF ADP detection, 30 min; in the data active = activity change below about -30%; note: % is set by controls: 0 for no effect and ±100 for the full control effect
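We incubate TRiC, 40 or 20 nM final, with library compounds at 76 uM and 10 uM ATP for 30 min at 37 °C. ADP formed is detected with Transcreener HTRF reagents after 30 min at room temperature.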
DRD3 agonist: qHTS of D3 Dopamine Receptor Agonist: qHTS. D(3) dopamine receptor (Homo sapiens), P35462. D3R DiscoveRx beta-arrestin cells, luminescence, 90 min. max activation, %. hit rate 0.58% among 410,000. AID 652048, 2013; in the data active = max activation above about 30%; note: 0% is about no effect; mostly tested at two doses, the higher about 12 µM
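Agonist mode: compounds and dopamine controls were applied to plated cells for 90 min at 37 degrees C after an overnight attachment at 1500 cells/well. Luminescent read-out followed 30 - 60 minutes at room temperature with DiscoveRx detection reagent.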
pAkt inh: HTS Assay for Inhibitors of Akt Phophorylation: Primary Screen. Neuro2A IGF-stimulated pAkt S473 HTRF, 20 min; hits give low values. activity change, % for hits at 50 µM. hit rate 0.32% among 360,000; in the data active = activity change below about -80%; inconclusive = mostly about -51% to -80%; note: % is set by controls: 0 for no effect and ±100 for the full control effect
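Neuro2A cells (4,500/well, DMEM with 0.5% FBS) were treated with compound at a single 50 µM final concentration, stimulated with 6 nM IGF for 20 min at 37 °C, and lysed. Phospho-Akt Ser473 was read by HTRF as 665/615 ratio ×10^4.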
MmCpn inh: Inhibitors of TCP-1 ring complex (TRiC) of Methanococcus maripaludis (MmCpn): qHTS; Potency, µM (highest dose often 76.9 µM), without a hit: at the top dose activity, negative = inhibition, actives largely listed as inhibitors; purified Mm-Cpn ATPase, ADP Transcreener TR-FRET; hit rate 0.031% among 330,000; AID 504842, 2011; Chaperonin Mm-Cpn (Methanococcus maripaludis); note: potency is the fitted concentration of half-maximal effect; % is set by controls: 0 for no effect and ±100 for the full control effect; nearly all actives have a fitted effect of over 80% in size
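ATPase read-out: TR-FRET ADP immunoassay (anti-ADP Eu cryptate vs ADP-d2), ex 320 nm, em 590/665 nm; signal drops as ADP forms. Enzyme 25 nM, ATP 10 uM, 30 min at 37°C after 10 min compound preincubation.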
Starred values were filed as active, the others as inactive; i = inactive; ? = inconclusive; / = no result given; [ ] = dose if it differs, or a comment. Unless noted, calls come from the whole dose curve; as a rule, active = well fitted curve in the direction sought with a large enough effect; inconclusive = small, poorly fitted or top-dose-only effect, or another doubt; inactive = no such curve, though single readings can be large; an effect the other way counts as inactive or inconclusive. These rows are one share of the data (hit frequency here may not be typical).

Values run as follows: DRD3 antagonist | PTHR1 agonist | EPAC2 antag | EPAC2 ag | CCT chaperon mod | DRD3 agonist | pAkt inh | MmCpn inh
(1) Cn1cc(C(=O)Nc2cccc(F)c2)cn1
  16 | i | 0% | 10% | 2.1 | 9 | -122%* | -3%
(2) CCOc1ccc(CCNC(=O)CN2C(=O)NC3(CCCCC3C)C2=O)cc1OCC (stereo not drawn)
  -1 | i | 1% | 7% | -3.5 | -18 | i | -1%
(3) COc1cccc(C(Nc2ccccc2)c2ccc3ccc(C)nc3c2O)c1 (stereo not drawn)
  -23 | -4% | -11% | 9% | / | -3 | i | /
(4) Clc1ccc(C(c2nnnn2CCc2ccccc2)N2CCSCC2)cc1 (stereo not drawn)
  ? | i | -10% | 14% | -2.8 | -4 | i | 4%
(5) Cc1ccc2nc(-c3cccnc3)oc2c1
  -28 | -11% | 1% | 7% | -2.8 | -8 | i | -4%
(6) CCC(=O)c1cc2c(C)cc(=O)oc2c(C)c1OC(=O)C(C)C
  3 | -29% | -2% | -18% | -3.2 | 3 | i | 2%
(7) Cc1ccc2nc(-c3ccc(NC(=O)COC(=O)c4ccc([N+](=O)[O-])o4)cc3)sc2c1
  12 | -15% | 2% | -4% | 1.1 | 14 | i | -3%
(8) COc1ccc(CN(C)C(=O)C2CC(=O)N(c3ccc4c(c3)OCCO4)C2)c(OC)c1 (stereo not drawn)
  4 | -58%[inhibitor] | -7% | 10% | -0.6 | 5 | i | 1%
(9) CC(=O)Nc1ccc(NC(=O)CSc2nc(=O)n(Cc3cccnc3)c3c2CCC3)cc1
  0 | i | -1% | -1% | 0.6 | 4 | i | /
(10) O=C(O)CN1C(=O)/C(=C\c2ccccc2OCc2ccc(Cl)cc2Cl)SC1=S
  4 | -12% | ? | -1% | -0.6 | -7 | i | 2%
(11) Cc1[nH]c(=O)n(C(C)C)c(=O)c1Br
  -20 | ? | 0% | -4% | -0.3 | 1 | i | /
(12) CCCCc1ccc(NC(=O)CC(C)C)cc1
  10 | -5% | -11% | 1% | -3.0 | 7 | i | -4%
(13) COC(=O)c1ccccc1NC(=O)CSc1nnnn1-c1ccc(C)cc1C
  0 | i | 14% | 9% | 1.4 | 4 | i | -9%
(14) COc1ccc(S(=O)(=O)N2CCN(C)CC2c2ccccc2)cc1OC (stereo not drawn)
  22 | i | 9% | 0% | 1.6 | 5 | i | 0%
(15) CCOc1ccc(NC(=O)N2CCC(c3nc4ccccc4[nH]3)CC2)cc1
  -3 | i | 1% | 5% | 1.6 | 1 | i | 0%
(16) COc1ccc(CN(C)C(=O)Cc2c[nH]c3ccccc23)cc1
  9 | i | -19% | 3% | -1.6 | 1 | i | -1%
(17) CCOc1ncccc1C(=O)OCc1ccc(C(=O)OC)cc1
  -6 | -53%[inhibitor] | -15% | 3% | -0.3 | 0 | i | -4%
(18) Cc1cccnc1CC(C)NC(=O)c1cc(COc2cncc(Cl)c2)on1 (stereo not drawn)
  24 | -5% | 7% | 1% | 2.2 | -12 | i | -4%
(19) CCOc1ccc(CC2CC(=O)NC2=O)cc1 (stereo not drawn)
  -1 | i | 4% | 6% | 2.1 | 4 | i | 2%
(20) CCOC(=O)C1CCCN(C(=O)c2sc3nc(-c4ccc(F)cc4)cn3c2C)C1 (stereo not drawn)
  -14 | -44%[inhibitor] | -17% | 2% | -0.5 | 2 | i | 0%

Values by screen from the list.
EPAC2 ag, compounds 7–13, in order: -4%, 10%, -1%, -1%, -4%, 1%, 9%

Reprinted, nos. 12 to 13
Values run as follows: DRD3 antagonist | PTHR1 agonist | EPAC2 antag | EPAC2 ag | CCT chaperon mod | DRD3 agonist | pAkt inh | MmCpn inh
(12) CCCCc1ccc(NC(=O)CC(C)C)cc1
  10 | -5% | -11% | 1% | -3.0 | 7 | i | -4%
(13) COC(=O)c1ccccc1NC(=O)CSc1nnnn1-c1ccc(C)cc1C
  0 | i | 14% | 9% | 1.4 | 4 | i | -9%

Just DRD3 antagonist and EPAC2 antag, for 3 of the compounds above:
| cpd | Molecule | DRD3 antagonist | EPAC2 antag |
| --- | --- | --- | --- |
| 9 | CC(=O)Nc1ccc(NC(=O)CSc2nc(=O)n(Cc3cccnc3)c3c2CCC3)cc1 | 0 | -1% |
| 8 | COc1ccc(CN(C)C(=O)C2CC(=O)N(c3ccc4c(c3)OCCO4)C2)c(OC)c1 (stereo not drawn) | 4 | -7% |
| 19 | CCOc1ccc(CC2CC(=O)NC2=O)cc1 (stereo not drawn) | -1 | 4% |

Next structures follow:
Values run as follows: DRD3 antagonist | PTHR1 agonist | EPAC2 antag | EPAC2 ag | CCT chaperon mod | DRD3 agonist | pAkt inh | MmCpn inh
(21) Cc1c(C(=O)N2CCN(c3ccccc3)CC2)oc2c1C(=O)CC(C)(C)C2
  38 | -19% | 4% | 0% | -1.0 | 26 | i | 0%
(22) COc1ccc(C(=O)Nc2ccc3c(c2)OCCO3)cc1[N+](=O)[O-]
  -5 | i | 6% | 0% | 0.5 | 7 | i | 0%
(23) CCCNC(=O)C1(C)CCCN(C(=O)c2ccc3c(c2)CCO3)C1 (stereo not drawn)
  41 | i | 0% | 4% | -0.2 | 3 | i | /
(24) Cc1ccc(C(=O)N2CCC(C(=O)c3ccc(Cl)cc3)CC2)cc1
  -15 | -34%[inhibitor] | -2% | 5% | -1.1 | 0 | i | 0%
(25) CC1=NN(C(=O)c2ccc(C)o2)C(O)(c2ccccc2)C1 (stereo not drawn)
  14 | i | 3% | 4% | -5.0 | 5 | i | 0%
(26) COc1ccccc1NC(=O)N1CCC(c2nc3ccccc3o2)CC1
  0 | -9% | -25% | 4% | -2.0 | 3 | i | 1%

Record cards, as listed above. Screens in order: DRD3 antagonist, PTHR1 agonist, EPAC2 antag, EPAC2 ag, CCT chaperon mod, DRD3 agonist, pAkt inh, MmCpn inh
COc1ccc(C(=O)Nc2ccc3c(c2)OCCO3)cc1[N+](=O)[O-] as listed: -5, i, 6%, 0%, 0.5, 7, i, 0%
CC(=O)Nc1ccc(NC(=O)CSc2nc(=O)n(Cc3cccnc3)c3c2CCC3)cc1 as listed: 0, i, -1%, -1%, 0.6, 4, i, /
